# Screening data: PubChem, several laboratories
# TbMetRS inhib: blocks T. brucei methionyl-tRNA synthetase activity. purified T. brucei MetRS, ATP depletion, Kinase-Glo luminescence. inhibition, % at 11.9 µM. hit rate 0.4% among 360,000;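 active = inhibition above a per-plate cutoff of the control wells' mean inhibition plus 3 SD, cut at about 5.5% in these data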;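 also: 0% = DMSO wells median and 100% = median of wells with control inhibitor compound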
#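 Test system: purified T. brucei MetRS enzyme. Also added: ATP, methionine and E. coli bulk tRNA substrates. Compound: 11.9 µM single point. Schedule: 15 min enzyme-compound preincubation, 2 h reaction, 10 min detection, 25 °C. Signal: luciferase luminescence of residual ATP, Kinase-Glo. Evaluation: percent inhibition versus plate control medians. Controls: DMSO wells, low control.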
# NRP1-CendR mod: modulators of CendR peptide binding to human neuropilin-1; O14786; inhibition, % at 25 µM; hit rate 0.85% among 360,000; FAM-RPARPAR peptide binding to NRP-1, fluorescence polarization;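 active = inhibition or corrected inhibition above about 18%, plus a signal ratio from 0.5 to 1.5, limit read from the data, passing the limit was not always enough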; also: strong numbers were not always called active
# FAS TE block: blocks the thioesterase domain of human fatty acid synthase | hit rate 0.67% among 360,000 | AID 602261 | inhibition, % at 15 µM | recombinant FAS-TE, OMFH fluorogenic substrate, fluorescence endpoint | P49327;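 active = compounds whose normalised, plate-corrected inhibition of enzyme fluorescence in the single-dose primary screen is 50% or more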;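 also: 0% = DMSO with enzyme and 100% = substrate without enzyme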
# SKN-1 inh: blocks SKN-1 activity in C. elegans | AID 624304 | C. elegans VP596 Pgst-4::GFP/RFP ratio, acrylamide-induced, 24 h | hit rate 0.49% among 360,000 | inhibition, % at 21.8 µM;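 active = interference check ratio from 0.5 to 1.5 plus GFP to RFP signal ratio inhibition reaching or exceeding a fixed threshold, cut at about 30% in these data, passing the limit was not always enough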; also: some compounds called inactive have numbers as strong as hits
# eLon inh: inhibitors of E. coli Lon protease | P0A9M0 | purified E. coli Lon protease, fluorescence polarization | inhibition, % at 7.94 µM | hit rate 0.42% among 360,000 | AID 602123; in the data active = inhibition above about 13%, passing the limit was not always enough;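 also: 0% = enzyme with probe and DMSO and 100% = no enzyme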
# MT1-MMP act inh: inhibitors of human MT1-MMP activation; hit rate 0.061% among 360,000; GFP/RFP ratio change, % at 20 µM; HT1080 RFP-PRO-GFP cells, GFP/RFP ratio fluorescence, overnight; percent of plate control window, DMSO zero; P50281;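 active = GFP/RFP ratio change of at least 30% with cell ATP level not reduced by more than half and red fluorescence within 50% of control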; also: strong numbers were not always called active
#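 Test system: HT1080 RFP-PRO-GFP cells; Benchmarks: DMSO and RFP-L50D-GFP cell wells; Timing: cells overnight before dosing, compound overnight, 37 °C, 5% CO2; Compound: one 20 µM compound dose with 1% DMSO; Read-out: GFP/RFP fluorescence ratio.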
# MsrA act: bovine methionine sulfoxide reductase A activation; purified bovine MsrA, absorbance read-out; activation, % at 10.6 µM; hit rate 0.3% among 360,000; AID 602163; in the data active = activation above about 7.5%;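 also: 0% = vehicle and 100% = reference activator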
# MsrA inh: inhibits bovine methionine sulfoxide reductase A. inhibition, % at 15.5 µM. purified bovine MsrA, absorbance read-out. AID 651718. hit rate 0.75% among 360,000; in the data active = inhibition above about 4.5%;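 also: 0% = vehicle wells with enzyme and 100% = reference inhibitor wells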
# PABP1 MLLE inh: blocks PAM2 peptide binding to the PABP1 MLLE domain; AID 588489; inhibition, % at 20 µM; hit rate 0.36% among 360,000; GST-MLLE / FITC-PAM2 fluorescence polarization; P11940; in the data active = inhibition above about 35%, passing the limit was not always enough;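 also: plate controls were DMSO wells with GST-MLLE for no effect and wells lacking GST-MLLE protein for full effect; some results filed as inactive read as strong as hits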
# Target sequence (P11940 whole entry, looked up, the tested form may be a part): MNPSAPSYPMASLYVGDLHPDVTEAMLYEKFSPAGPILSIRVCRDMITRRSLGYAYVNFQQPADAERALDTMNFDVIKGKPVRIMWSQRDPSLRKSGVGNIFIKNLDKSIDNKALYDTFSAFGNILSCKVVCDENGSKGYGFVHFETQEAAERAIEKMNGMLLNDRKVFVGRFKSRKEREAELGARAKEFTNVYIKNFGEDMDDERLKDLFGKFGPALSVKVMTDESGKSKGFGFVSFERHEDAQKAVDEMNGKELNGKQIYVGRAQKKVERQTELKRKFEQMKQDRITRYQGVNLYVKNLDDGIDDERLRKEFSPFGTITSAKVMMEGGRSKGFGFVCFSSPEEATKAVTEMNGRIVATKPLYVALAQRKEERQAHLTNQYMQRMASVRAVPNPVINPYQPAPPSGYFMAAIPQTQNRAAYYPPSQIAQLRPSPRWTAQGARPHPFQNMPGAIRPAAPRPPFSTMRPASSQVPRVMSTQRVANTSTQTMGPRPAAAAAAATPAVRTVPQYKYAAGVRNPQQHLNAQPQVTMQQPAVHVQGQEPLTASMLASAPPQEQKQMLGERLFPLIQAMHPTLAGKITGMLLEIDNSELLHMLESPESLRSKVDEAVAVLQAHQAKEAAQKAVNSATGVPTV
# Starred values were filed as active, the others as inactive; . = no result given.
mol | TbMetRS inhib | NRP1-CendR mod | FAS TE block | SKN-1 inh | eLon inh | MT1-MMP act inh | MsrA act | MsrA inh | PABP1 MLLE inh
Cc1cc(N2CCN(C(=O)c3[nH]c(C(F)(F)F)nc3-c3ccccc3)CC2)c2ccccc2n1 | -0.1 | -4 | -4 | 9 | -8 | -7 | -4 | 3.7 | -7
Cc1cccc(CN2CCc3c(OCC(=O)N4CCCc5ccccc54)cccc3C2=O)c1 | -1.4 | 6 | 12 | 6 | -7 | -3 | -4 | 0.3 | 1
Cc1cccn2c(=O)c3cc(C(=O)NCCc4ccccc4)sc3nc12 | 0.2 | -2 | 4 | 10 | 2 | -1 | -1 | 1.8 | -8
CC(=O)N/C(=C\c1ccc(F)cc1)C(=O)NC(Cc1c[nH]c2ccccc12)C(=O)O (centres undefined) | -0.6 | 2 | -12 | 2 | 0 | -5 | -4 | 0.9 | 5
CCc1ccc(NC(=O)NCCN2CCc3ccccc3C2)cc1 | -1.3 | 3 | -4 | 12 | -10 | -3 | -7 | -0.2 | -5
C/C(=N\NC(=S)Nc1ccc(C)cc1)c1cccc(N)c1 | -0.6 | 3 | 4 | -5 | 6 | 0 | -8 | 1.1 | 28
COc1ccc(CCC(=O)N2CCN(S(=O)(=O)c3ccc(OC(F)(F)F)cc3)CC2)cc1 | -0.2 | -2 | 10 | -4 | 7 | -1 | 0 | 0.7 | -4
O=C(O)C1=CCCc2ccc(F)cc21 | 0.4 | 7 | -4 | -1 | -2 | 0 | -3 | 0.4 | 14
Cc1ccc(C2C(=O)N(C3CCCC3)CC(=O)N2CC2COc3ccccc3O2)cc1 (centres undefined) | 0.0 | -3 | 14 | 3 | 8 | -10 | -3 | -1.5 | -9
COc1ccc(/C=N\NC(=O)COc2ccc(C(C)(C)C)cc2)cc1Cn1nc(C)cc1C | -1.8 | -8 | -5 | -5 | -6 | 6 | -8 | 1.3 | -11

# Taken from above.
# COc1ccc(CCC(=O)N2CCN(S(=O)(=O)c3ccc(OC(F)(F)F)cc3)CC2)cc1 in PABP1 MLLE inh → -4
# COc1ccc(/C=N\NC(=O)COc2ccc(C(C)(C)C)cc2)cc1Cn1nc(C)cc1C in MsrA inh → 1.3
# C/C(=N\NC(=S)Nc1ccc(C)cc1)c1cccc(N)c1 in MsrA inh → 1.1
# Cc1cccn2c(=O)c3cc(C(=O)NCCc4ccccc4)sc3nc12 in eLon inh → 2
# Cc1ccc(C2C(=O)N(C3CCCC3)CC(=O)N2CC2COc3ccccc3O2)cc1 (centres undefined) in eLon inh → 8
# CCc1ccc(NC(=O)NCCN2CCc3ccccc3C2)cc1 in MT1-MMP act inh → -3

# (list continues)
mol | TbMetRS inhib | NRP1-CendR mod | FAS TE block | SKN-1 inh | eLon inh | MT1-MMP act inh | MsrA act | MsrA inh | PABP1 MLLE inh
Cc1ccc(NC(=O)/C(C#N)=C(\N)C(Cl)(Cl)Cl)nc1 | -0.3 | 71 | -9 | 69 | 2 | -25 | -2 | . | 66
Cc1cc(C)c2c(NC(=S)NC(=O)c3ccccc3)n[nH]c2n1 | -0.1 | -14 | 0 | -3 | 5 | 0 | -2 | 1.2 | 27
COc1ccc(-c2csc3ncnc(N4CCN(S(=O)(=O)c5cccc(C(F)(F)F)c5)CC4)c23)cc1 | -0.4 | -3 | 50* | 11 | 11 | 0 | -2 | 0.3 | -9
CCOc1ccccc1OC(=O)c1cc2ccccc2oc1=O | 0.7 | 9 | -5 | -2 | -3 | 2 | -3 | 1.0 | 13
COc1ccc(NC(=O)C2CCN(S(=O)(=O)c3c(C)noc3C)CC2)cc1OC | -0.7 | 0 | -4 | 5 | 13 | -5 | -3 | -1.9 | 9
CC1CCN(c2ccc(C(=O)O)cc2N)CC1 | -0.6 | 7 | -5 | 0 | 1 | 0 | 1 | 0.7 | 5
CCOC(=O)CNC(=O)C1CCCN(c2ncccn2)C1 (centres undefined) | 0.7 | -6 | -7 | 2 | 2 | 3 | -1 | 0.5 | -18
O=C(NCCCN1CCN(c2ccc(F)cc2)CC1)C1CCCN(c2ncnc3c2nc2n3CCCCC2)C1 (centres undefined) | -0.4 | 6 | 10 | -3 | -6 | 2 | -3 | 0.6 | -8
O=C(COc1cccc(Cl)c1)Nc1cc(S(=O)(=O)N2CCOCC2)ccc1N1CCOCC1 | -1.0 | -2 | 18 | 1 | 0 | -1 | -3 | 1.4 | -4
CC(C)CC(=O)Nc1nnc(S(=O)(=O)N2CCc3ccccc32)s1 | -0.7 | 5 | -10 | -1 | 9 | 5 | -7 | 0.4 | -1
C=CCOC(=O)c1sc(NC(=O)c2ccc(OC)cc2)nc1C | -0.3 | -6 | 1 | -9 | -3 | 3 | -2 | -0.7 | -18
Cc1ccc(C(C)C)c(OCC(=O)NN=C2CCCC2)c1 | 0.1 | 10 | 2 | -12 | 4 | 2 | -2 | -1.1 | 2
CCOC(=O)C1=C(C)N=c2s/c(=C\c3cc(OC)c(OC)c(OC)c3)c(=O)n2C1/C=C/c1ccccc1 (centres undefined) | -1.0 | 39 | 14 | 4 | 6 | -5 | -2 | 0.9 | 18
O=C(CSc1nc2ccccc2[nH]1)N1CCCCC1 | 1.1 | 8 | -8 | 1 | 7 | 4 | -2 | -1.1 | -54
Cc1ccc(-c2cc(C(=O)OCC(=O)N(C)C3CCS(=O)(=O)C3)c3ccccc3n2)c(C)c1 (centres undefined) | 0.2 | 8 | 15 | 2 | 5 | -5 | -1 | 0.5 | -18
CCC(=O)C1=C(N2CCCC2)CC(C)(C)CC1=O | -0.6 | 5 | -8 | -16 | -4 | 0 | -6 | 1.2 | 4
COc1ccc(CCN=C(N)NS(=O)(=O)c2ccccc2)cc1OC | -0.4 | -1 | -7 | 14 | 2 | 2 | -3 | 0.6 | 3
N#Cc1ccc(C23CC4CC(CC(C4)C2)C3)[nH]c1=O | -0.3 | 10 | -2 | -12 | 1 | 0 | -3 | 2.0 | -5
CC(=O)Nc1ccc(Sc2ccccc2C(=O)Nc2ccc(F)cc2)cn1 | -0.8 | 11 | 0 | 3 | -7 | -3 | -4 | -1.1 | 3
Cc1ccc2cc(CN(CC3CCCO3)C(=S)Nc3ccccc3)c(=O)[nH]c2c1 (centres undefined) | -1.1 | 3 | 1 | 9 | 12 | -7 | -1 | -0.8 | -113
Cc1ccc(C(=O)Nc2ccc3ccccc3c2)cc1 | -0.1 | -5 | 4 | 17 | 6 | 1 | -3 | 0.3 | 11
CCCc1cc(=O)oc2cc(OCC(=O)NCc3cccs3)ccc12 | 2.2 | 12 | -5 | 8 | 15 | . | -4 | 2.5 | -2
COCCN(C(=O)Cn1nnc2ccccc21)C(C(=O)NC1CCCC1)c1ccc(OC)cc1OC (centres undefined) | 0.0 | 5 | 0 | -6 | 13 | -3 | 3 | 1.3 | 8
O=C(CNc1cccc(S(=O)(=O)N2CCCCC2)c1)Nc1ccccc1F | 0.2 | 3 | 1 | -11 | 10 | 1 | -4 | 0.2 | -8
CCC(CC)c1nnc(NC(=O)c2ccc3ccccc3n2)s1 | -0.2 | 2 | 7 | 7 | 1 | 3 | -1 | 1.9 | 3
O=c1[nH]c(C2CCCN(S(=O)(=O)c3ccccc3)C2)nc2c1nnn2Cc1ccc2c(c1)OCCO2 (centres undefined) | -0.1 | 1 | 22 | -1 | -19 | -4 | 0 | -1.3 | 11
O=C(COC(=O)c1ccc(S(=O)(=O)N2CCCCC2)cc1)NCc1ccc(F)cc1 | -0.5 | 4 | -3 | 24 | -1 | 3 | -4 | 0.4 | 2
CN(C)S(=O)(=O)c1cccc(NC(=O)CSc2cccc3cccnc23)c1 | 0.4 | -3 | 2 | 3 | -8 | 0 | -1 | 0.2 | 18
COc1ccc(Cl)cc1S(=O)(=O)N1CCN(C(=O)c2ccco2)CC1 | -0.5 | -12 | -2 | -2 | 4 | 0 | 1 | -0.1 | 1
O=C(C[C@H]1C=C[C@H](NC(=O)Nc2ccccc2F)[C@@H](CO)O1)NCc1ccc(-c2ccccc2)cc1 | -0.7 | 5 | . | -10 | . | 0 | . | 0.7 | .

# Some of these compounds in order of length of the SMILES, smallest number first.
mol | TbMetRS inhib | NRP1-CendR mod | FAS TE block | SKN-1 inh | eLon inh | MT1-MMP act inh | MsrA act | MsrA inh | PABP1 MLLE inh
Cc1ccc(C(=O)Nc2ccc3ccccc3c2)cc1 | -0.1 | -5 | 4 | 17 | 6 | 1 | -3 | 0.3 | 11
CCC(CC)c1nnc(NC(=O)c2ccc3ccccc3n2)s1 | -0.2 | 2 | 7 | 7 | 1 | 3 | -1 | 1.9 | 3
CCCc1cc(=O)oc2cc(OCC(=O)NCc3cccs3)ccc12 | 2.2 | 12 | -5 | 8 | 15 | . | -4 | 2.5 | -2
COc1ccc(Cl)cc1S(=O)(=O)N1CCN(C(=O)c2ccco2)CC1 | -0.5 | -12 | -2 | -2 | 4 | 0 | 1 | -0.1 | 1

# More structures.
mol | TbMetRS inhib | NRP1-CendR mod | FAS TE block | SKN-1 inh | eLon inh | MT1-MMP act inh | MsrA act | MsrA inh | PABP1 MLLE inh
CCN(Cc1nc2ccccc2c(=O)[nH]1)C(=O)c1cccc(NC(=O)c2cccs2)c1 | -0.1 | 0 | -8 | 54 | -2 | -3 | -1 | -0.1 | -1
CCOC(=O)c1c(C)oc(/N=C/c2ccccc2O)c1C#N | 0.1 | 5 | -8 | 2 | -6 | 2 | -1 | 0.3 | -3
Cc1ccccc1C(=O)c1cccn1CC(=O)NCc1ccco1 | -1.1 | -30 | -2 | -3 | -7 | 0 | 0 | 1.4 | -4
COc1ccc(NC(=O)CSCC(=O)N=c2sccn2C)cc1 | -0.3 | -12 | -7 | 0 | -6 | 2 | -4 | 1.0 | -6
C=CCNC(=O)c1onc(CSc2ccc(F)c(F)c2)c1C(=O)O | -0.2 | 7 | -3 | 0 | 9 | 12 | -2 | 0.6 | -12
ClCCn1c(CCl)nc2ccc(Cl)cc21 | 0.0 | 7 | -9 | -16 | -15 | 0 | -4 | -0.4 | 0
CC(SC(=S)N1CCOCC1)C(=O)O (centres undefined) | -1.1 | 25 | -7 | -5 | 0 | -5 | -7 | -0.4 | 7
COc1cccc(NC(=O)c2nc3ncccn3n2)c1 | -1.2 | 5 | -6 | -15 | -6 | -3 | -2 | 0.6 | 4
O=C(CSc1nnc(-c2cc(-c3cccs3)nc3ccccc23)o1)NC1CCCCC1 | -0.1 | -10 | 19 | 0 | 3 | -4 | 0 | 0.8 | -3
COc1ccc2c(c1)cc1c(=O)n(CC(=O)NC(C)CCc3ccccc3)nc(C)n12 (centres undefined) | -0.8 | -2 | -4 | 2 | 1 | 1 | -11 | 0.6 | -8
Cc1c(Cc2ccccc2)c(=O)oc2c(C)c(OC(C)C(=O)NCC3CCC(C(=O)O)CC3)ccc12 (centres undefined) | -1.3 | -10 | -4 | 4 | -4 | 4 | 0 | 1.8 | 2
COc1cc(Nc2ccn3nc(-c4ccccc4Cl)cc3n2)cc(OC)c1OC | -0.3 | 4 | 33 | 22 | 0 | -9 | -1 | 3.4 | -6
